Compound activity as filed in PubChem.
M5 PAM: CHRM5 positive allosteric modulation; CHO-K1 hM5, Fluo-8 calcium, ACh EC20 PAM; 0% = ACh EC20, 100% = ACh EC100; activation, % at 3 µM; hit rate 0.3% among 360,000; AID 624038;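 active = activation above the run cutoff, the mean activation of all test compounds plus 3 SD, cut at about 18% in these data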
Target sequence (P08912 whole entry, looked up): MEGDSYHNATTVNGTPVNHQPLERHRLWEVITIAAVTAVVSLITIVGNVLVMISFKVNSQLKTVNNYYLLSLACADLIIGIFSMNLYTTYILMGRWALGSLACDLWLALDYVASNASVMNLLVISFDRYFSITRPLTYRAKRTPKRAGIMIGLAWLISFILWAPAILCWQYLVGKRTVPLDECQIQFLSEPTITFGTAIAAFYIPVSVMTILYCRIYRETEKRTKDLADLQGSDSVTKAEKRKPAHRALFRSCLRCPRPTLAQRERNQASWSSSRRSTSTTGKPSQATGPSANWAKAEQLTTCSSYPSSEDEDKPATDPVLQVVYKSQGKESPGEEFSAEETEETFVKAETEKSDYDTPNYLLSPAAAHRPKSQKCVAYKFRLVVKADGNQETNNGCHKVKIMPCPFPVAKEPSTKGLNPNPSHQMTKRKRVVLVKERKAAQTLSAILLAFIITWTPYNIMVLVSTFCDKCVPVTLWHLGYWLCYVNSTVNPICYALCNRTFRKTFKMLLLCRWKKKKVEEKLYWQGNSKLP
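System – CHO-K1 hM5 cells · Compound – 3 µM, single dose · Incubation – compound preincubation 140 s before EC20 acetylcholine addition · Technique – Fluo-8 calcium fluorescence · Measure – Max/basal fluorescence ratio as % of EC20–EC100 ACh window · Benchmarks – low control EC20 acetylcholine (0%), high control EC100 acetylcholine (100%) · Replication – singlicate, one well per test compound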
CRFBP-R2 block: antagonists of CRF-binding protein/CRF-R2 receptor complex | HEK293 CRF-R2/CRF-BP, CRF-induced calcium fluorescence | inhibition, % at 11.8 µM | hit rate 0.59% among 350,000 | AID 588475;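 active = inhibition of the ligand-induced calcium signal above about 50% at the single tested concentration, limit read from the data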
M1 PAM parental: M1 PAM counterscreen hit in parental CHO-K1 cells | ATP EC20, Fluo-8 calcium fluorescence; 0% at ATP EC20, 100% at ATP max | activation, % at 3 µM | hit rate 0.02% among 360,000 | AID 602247;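 active = activation above the run cutoff, the mean activation of all test compounds plus 3 SD, cut at about 40% in these data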;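 also: peak over basal fluorescence ratio in a 140 s read after ATP addition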
TAAR1 antagonist: human TAAR1 antagonism; Q96RJ0; CHO RD-HGA16 TAAR1, Fluo-8 calcium fluorescence, antagonist; inhibition, % at 3 µM; hit rate 1.5% among 360,000;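 active = inhibition above a per-plate cutoff, the mean inhibition of test compounds on that plate plus 3 SD, cut at about 49% in these data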;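 also: 0% = DMSO plus EC80 beta-PEA response and 100% = DMSO alone without agonist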
Target sequence (Q96RJ0 whole entry, looked up): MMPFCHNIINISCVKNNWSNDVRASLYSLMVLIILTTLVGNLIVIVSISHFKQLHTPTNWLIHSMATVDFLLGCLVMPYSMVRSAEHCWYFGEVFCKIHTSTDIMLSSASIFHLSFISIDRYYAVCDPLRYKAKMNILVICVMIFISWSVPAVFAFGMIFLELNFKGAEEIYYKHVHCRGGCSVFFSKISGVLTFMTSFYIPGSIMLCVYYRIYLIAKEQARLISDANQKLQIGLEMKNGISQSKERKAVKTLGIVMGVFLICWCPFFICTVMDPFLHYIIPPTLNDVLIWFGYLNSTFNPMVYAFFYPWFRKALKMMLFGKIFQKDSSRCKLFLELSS
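Material: CHO RD-HGA16 cells bearing hTAAR1; compound dosing: one-point dosing, 3 µM nominal final; schedule: dye loading 75 min at 37 °C, then 30 min room temperature; measured by: calcium fluorescence with Fluo-8; control set: vehicle and agonist controls; replication: n of 1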
CRFR2-BP ag: CRF-BP/CRF-R2 complex agonism; HEK293 CRF-R2/CRF-BP, calcium dye fluorescence (FLIPR); percent of saturating CRF peptide response; activation, % at 13.2 µM; hit rate 0.46% among 350,000; AID 588473;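 active = activation of at least 50%, plus an integration ratio under a set limit after plate pattern correction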;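 also: plate controls were neutral control wells without compound for no effect and CRF at EC100 for full effect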
TAAR1 agonist: human TAAR1 agonism | AID 624467 | hit rate 0.99% among 360,000 | activation, % at 3 µM | CHO RD-HGA16 TAAR1, Fluo-8 calcium fluorescence; vehicle wells 0%, saturating PEA agonist 100%;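 active = activation above the mean activation of all test compounds in the run plus 3 SD, cut at about 38% in these data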
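Assay system: CHO-derived RD-HGA16 cells with stable Gα16 and human TAAR1; timing: 17-24 h seeding, 75 min 37 °C dye, 30 min RT; read-out: % activation from peak over basal fluorescence ratio, DMSO-to-PEA scaled; measured by: kinetic Fluo-8 calcium fluorescence; benchmarks: low control DMSO, high control PEA (EC100); doses: 3 µM single concentration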
CHRM5 antagonist: antagonists of human muscarinic M5 receptor (CHRM5); hit rate 0.59% among 360,000; inhibition, % at 3 µM; AID 624040; CHO-hM5 cells, Fluo-8 calcium fluorescence, ACh EC80; P08912;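 active = inhibition above a per-plate cutoff, the mean of that plate's test compounds plus 3 SD, cut at about 27% in these data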;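 also: 0% = acetylcholine EC80 with DMSO and 100% = DMSO without agonist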
M4 PAM: CHRM4 positive allosteric modulation | AID 624126 | CHO-K1 hM4/Gqi5, Fluo-8 calcium fluorescence, ACh EC20; 0% = ACh EC20, 100% = maximal ACh | hit rate 0.4% among 360,000 | activation, % at 3 µM;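 active = activation above its plate's cutoff, the mean activation of sample wells plus 3 SD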; also: some results filed as inactive read as strong as hits
CHRM5 agonist: agonists of human muscarinic M5 receptor (CHRM5). hit rate 0.19% among 360,000. P08912. activation, % at 3 µM. CHO-K1 hM5 cells, Fluo-8 calcium fluorescence; 0% DMSO wells, 100% maximal acetylcholine response;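 active = activation above the run's mean over test compounds plus 3 SD, cut at about 23% in these data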;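 also: signal is peak over basal fluorescence ratio across the kinetic read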
Numbers without * were called inactive; · = not tested or not shown.

[1] COc1ccc(Nc2nc(N3CCN(C)CC3)nc3ccccc23)c(OC)c1
[2] CSc1nc(N(C)C)c2ccccc2n1
[3] Nc1ccc(S(=O)(=O)NN=CC=Cc2ccccc2[N+](=O)[O-])cc1
[4] COc1ccc(S(=O)(=O)NCC2CCCN(Cc3cn(C)nc3C)C2)cc1 (stereo unspecified)
[5] C=CCN=C1S/C(=C/c2cccc([N+](=O)[O-])c2)C(=O)N1CC=C
[6] Cc1ccc(C)c(CSC2=NCCN2S(=O)(=O)c2ccccc2)c1
[7] O=c1cc(-c2ccc(O)cc2)oc2c(C3O[C@H](CO)[C@@H](O)[C@H](O)[C@H]3O)c(O)cc(O)c12 (stereo partly specified)
[8] N/C(Cc1ccccc1)=N\OC(=O)c1cccc2ccccc12
entry no.,1,2,3,4,5,6,7,8
M5 PAM,3.2,0.8,5.6,-7.3,-3.5,-10.6,-3.4,2.9
CRFBP-R2 block,21.7,-3.5,-4.2,7.3,-18.5,-5.0,15.8,0.3
M1 PAM parental,13.9,8.2,20.4,19.3,-11.1,3.1,4.6,20.7
TAAR1 antagonist,-8.7,13.8,1.2,-8.2,-14.6,-12.2,-23.7,-2.4
CRFR2-BP ag,-1.0,0.7,-0.1,-0.9,-0.7,2.2,-1.4,1.7
TAAR1 agonist,7.5,4.0,1.2,1.6,5.2,0.2,1.0,5.2
CHRM5 antagonist,7.9,3.3,5.9,21.5,9.0,22.6,-0.8,-0.3
M4 PAM,-5.5,-5.7,0.8,-6.6,-22.4,-6.5,0.9,5.0
CHRM5 agonist,-6.6,-3.4,-2.2,-8.2,-2.3,-4.9,0.4,-0.5

Part of the list above, reformatted.
| # | SMILES | M5 PAM | CRFBP-R2 block | M1 PAM parental | TAAR1 antagonist | CRFR2-BP ag | TAAR1 agonist | CHRM5 antagonist | M4 PAM | CHRM5 agonist |
| --- | --- | --- | --- | --- | --- | --- | --- | --- | --- | --- |
| 2 | CSc1nc(N(C)C)c2ccccc2n1 | 0.8 | -3.5 | 8.2 | 13.8 | 0.7 | 4.0 | 3.3 | -5.7 | -3.4 |
| 3 | Nc1ccc(S(=O)(=O)NN=CC=Cc2ccccc2[N+](=O)[O-])cc1 | 5.6 | -4.2 | 20.4 | 1.2 | -0.1 | 1.2 | 5.9 | 0.8 | -2.2 |

Continuation.
[9] O=C1N[C@H](Cc2ccccc2)COC(=O)[C@@H](Cc2ccc(F)cc2)CC/C=C/C[C@H]1CC(=O)N(CCO)Cc1ccccc1
[10] CN1OC[C@@H]2CN[C@H](c3ccc(-c4cccc(F)c4)cc3)C[C@@H]21
[11] O=C(CNS(=O)(=O)c1ccccc1)NCC(=O)OCc1ccc(Cl)cc1
[12] S=C(NN=Cc1ccc2c(c1)OCO2)NN=Cc1ccc2c(c1)OCO2
[13] O=C(O)c1cnn(-c2ccccc2)c1-c1ccccc1
[14] COc1ccc(S(=O)(=O)Nc2nc3c(s2)CCCC3)cc1
[15] Cc1cc(C)n(-c2nc3c(c(=O)[nH]c(=O)n3C)n2CC(C)C)n1
[16] Cc1ccc(CN(C)C(=O)C2CCC(=O)N(CC3CCCCC3)C2)o1 (stereo unspecified)
entry no.,9,10,11,12,13,14,15,16
M5 PAM,-5.1,-8.2,-7.9,1.9,19.2*,19.6*,1.5,8.1
CRFBP-R2 block,-5.5,-2.7,7.0,1.8,-4.2,6.1,17.4,0.4
M1 PAM parental,-15.3,5.8,9.5,2.1,14.8,2.7,19.5,6.1
TAAR1 antagonist,44.5,-2.9,-1.0,18.0,5.6,13.2,7.1,-6.3
CRFR2-BP ag,1.2,-1.0,-5.3,-4.1,2.4,1.9,-4.8,0.2
TAAR1 agonist,17.5,2.5,10.8,2.2,3.9,3.4,9.0,0.6
CHRM5 antagonist,-2.4,20.0,9.2,13.7,-18.9,-4.4,-9.2,-24.2
M4 PAM,-6.2,-9.2,-8.4,3.0,4.1,12.2,8.4,4.3
CHRM5 agonist,1.6,1.5,-3.7,-1.3,2.1,5.7,-2.7,3.2

[17] O=C(CSc1nnc(Cc2cccs2)n1C1CCCCC1)N1CCCc2ccccc21
[18] CCCCCCCNc1nc(Cl)nc(NCCO)n1
[19] Cc1ccccc1C1NC(c2ccccc2C)C(C)C(=O)C1C (stereo unspecified)
[20] O=C(Cn1[nH]c(=O)c2ccccc2c1=O)Nc1ccc2c(c1)CCC2
[21] Cc1cc(C(=O)CSc2nc3ccccc3c(=O)[nH]2)c(C)n1CC1CCCO1 (stereo unspecified)
[22] CCOC(=O)CCc1c(C)c(C#N)c2nc3ccccc3n2c1-n1ccnc1C
[23] Nn1c(SCC(=O)N2CCN(S(=O)(=O)c3ccccc3)CC2)nnc1-c1cccs1
[24] CCC(=O)Nc1ccc(NC(=O)c2ccccc2Cl)nc1
entry no.,17,18,19,20,21,22,23,24
M5 PAM,-25.9,-3.3,-4.0,0.6,-34.3,2.8,8.5,-4.3
CRFBP-R2 block,2.0,-1.8,21.1,0.5,-0.7,14.6,-7.5,2.4
M1 PAM parental,16.2,24.7,7.0,14.5,1.6,8.5,16.0,7.8
TAAR1 antagonist,64.4*,-11.9,-2.5,0.7,26.7,-9.4,1.4,-1.9
CRFR2-BP ag,-1.1,-6.4,-1.4,-0.3,-1.0,0.1,0.3,0.1
TAAR1 agonist,23.9,10.7,-1.6,3.8,6.8,3.0,9.4,14.4
CHRM5 antagonist,16.1,-0.5,0.6,-4.2,35.7*,-0.2,-3.5,0.6
M4 PAM,-10.6,0.8,3.9,-2.2,-16.2,2.2,1.6,-0.5
CHRM5 agonist,-5.2,-6.2,-4.0,-2.5,4.0,0.0,-4.6,-5.3

[25] CC(NC(=O)C1CCCCC1)C(c1cccs1)N1CCOCC1 (stereo unspecified)
[26] CCOC(=O)C(CC)Sc1ncnc2c1nnn2-c1ccc(F)cc1 (stereo unspecified)
[27] CNC(=O)c1[nH]cnc1C(=O)Nc1ccccn1
[28] CCOC(=O)C1CCCN(C(=O)c2cn(CC(C)C)c(=O)c3cc(OC)c(OC)cc23)C1 (stereo unspecified)
[29] CCc1nn(CCCC(=O)N2CCN(c3cccc(C)c3C)CC2)c(=O)c2cc3occc3n12
[30] CCOc1ccc(CN2CCN(C(=O)c3cccc(F)c3)CC2)cc1
[31] Cc1oc(-c2cccc(C(F)(F)F)c2)nc1CN1CCN(c2ccccn2)CC1
[32] CCCN(CC1CC1)C(=S)NC(=O)c1ccc(S(=O)(=O)N2CCOCC2)cc1
entry no.,25,26,27,28,29,30,31,32
M5 PAM,-0.3,0.0,-10.5,2.8,-9.5,-1.9,-6.5,1.5
CRFBP-R2 block,-2.7,10.7,-3.7,18.4,2.0,6.3,-12.2,12.4
M1 PAM parental,20.0,6.4,7.6,13.8,22.3,6.4,13.6,16.0
TAAR1 antagonist,-18.5,-7.4,-5.8,2.3,32.6,3.9,-14.0,-1.2
CRFR2-BP ag,11.2,5.8,3.3,-1.8,0.7,-1.8,-2.6,0.3
TAAR1 agonist,4.2,-1.9,5.0,4.8,3.8,10.2,9.0,0.8
CHRM5 antagonist,2.2,3.3,24.6,1.2,18.6,-2.8,1.6,5.9
M4 PAM,8.3,4.5,-7.7,2.2,-3.4,0.7,-0.3,1.5
CHRM5 agonist,1.5,1.6,2.9,-1.3,-3.7,-0.7,-0.8,-0.6

[33] Cc1ccc(S(=O)(=O)N2[C@@H](Cc3ccccc3)CO[C@H]2CC(=O)c2ccccc2)cc1
[34] Cc1ccc(NC(=O)c2ccccc2NS(=O)(=O)c2ccc(Cl)s2)cc1
[35] COc1ccc2ccccc2c1C1CC(=O)N2CN(Cc3ccco3)CSC2=C1C#N (stereo unspecified)
[36] COc1cc(C2C=C(c3cccs3)Nc3ncnn32)cc(OC)c1OC (stereo unspecified)
[37] O=C(NCC1CC1)c1onc(CSc2ccncc2)c1C(=O)NCC1CC1
[38] CC(=O)N1c2ccc([N+](=O)[O-])cc2NC(=O)CC1C (stereo unspecified)
[39] O=C(NC1CCS(=O)(=O)C1)c1ccc(S(=O)(=O)N2CCCC2)cc1 (stereo unspecified)
[40] O=C(Nn1c(-c2ccncc2)nc2ccccc2c1=O)c1ccc([N+](=O)[O-])cc1Cl
[41] COc1cc(N)c(Cc2nccc3cc(OC)c(OC)cc23)cc1OC
[42] Cc1cccc(NS(=O)(=O)c2ccc(OCC(=O)N3CCCC3)cc2)c1
[43] CN1CCN(C(=O)C2=C[C@@H](C3CC3)C[C@@H](OCc3ccc(CO)cc3)O2)CC1
entry no.,33,34,35,36,37,38,39,40,41,42,43
M5 PAM,-13.6,-11.8,-2.6,-9.5,-0.5,2.4,0.1,-5.6,-3.4,2.5,1.0
CRFBP-R2 block,·,79.7*,25.3,-162.4,-0.5,-4.6,15.0,-28.5,-13.4,-11.6,-2.7
M1 PAM parental,·,5.1,8.7,-2.1,7.2,15.7,13.2,17.2,13.0,7.8,10.9
TAAR1 antagonist,-5.8,28.1,-3.0,·,6.0,7.4,-12.6,0.5,-3.9,-1.5,-10.9
CRFR2-BP ag,·,64.6*,-2.2,220.8*,-3.6,-0.9,-0.2,-0.8,3.1,2.0,-0.4
TAAR1 agonist,0.1,4.2,-0.1,·,2.0,0.7,1.3,6.8,4.9,5.2,4.0
CHRM5 antagonist,12.9,14.6,4.8,16.2,6.3,-3.9,13.3,3.9,3.0,-7.0,10.0
M4 PAM,-6.2,-14.2,-5.5,-14.5,7.8,2.2,13.9,8.9,11.4,4.2,0.2
CHRM5 agonist,-1.5,1.4,0.4,19.1,-0.4,-3.8,-6.7,-2.8,-1.5,-2.4,-1.2

From compound 41 as far as 43, as listed above:
[41] COc1cc(N)c(Cc2nccc3cc(OC)c(OC)cc23)cc1OC
[42] Cc1cccc(NS(=O)(=O)c2ccc(OCC(=O)N3CCCC3)cc2)c1
[43] CN1CCN(C(=O)C2=C[C@@H](C3CC3)C[C@@H](OCc3ccc(CO)cc3)O2)CC1
entry no.,41,42,43
M5 PAM,-3.4,2.5,1.0
CRFBP-R2 block,-13.4,-11.6,-2.7
M1 PAM parental,13.0,7.8,10.9
TAAR1 antagonist,-3.9,-1.5,-10.9
CRFR2-BP ag,3.1,2.0,-0.4
TAAR1 agonist,4.9,5.2,4.0
CHRM5 antagonist,3.0,-7.0,10.0
M4 PAM,11.4,4.2,0.2
CHRM5 agonist,-1.5,-2.4,-1.2

2 of these compounds in a different format:
33. Cc1ccc(S(=O)(=O)N2[C@@H](Cc3ccccc3)CO[C@H]2CC(=O)c2ccccc2)cc1
  M5 PAM: -13.6
  CRFBP-R2 block: ·
  M1 PAM parental: ·
  TAAR1 antagonist: -5.8
  CRFR2-BP ag: ·
  TAAR1 agonist: 0.1
  CHRM5 antagonist: 12.9
  M4 PAM: -6.2
  CHRM5 agonist: -1.5
34. Cc1ccc(NC(=O)c2ccccc2NS(=O)(=O)c2ccc(Cl)s2)cc1
  M5 PAM: -11.8
  CRFBP-R2 block: 79.7*
  M1 PAM parental: 5.1
  TAAR1 antagonist: 28.1
  CRFR2-BP ag: 64.6*
  TAAR1 agonist: 4.2
  CHRM5 antagonist: 14.6
  M4 PAM: -14.2
  CHRM5 agonist: 1.4

No enrichment for hits; any-hit rate near 4.2%.
